PAD4 inhibition = human PAD4 inhibitors, primary screen, biochemical, fluorescence polarization (AID 463073) | Protein-arginine deiminase type-4 (Homo sapiens) | recombinant PAD4, RFA probe fluorescence polarization; active compounds read high | inhibition, % at 5 µM | 2,000 tested, 0.5% active;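 active = inhibition above 30%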;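 note: 0% = PAD4 with DMSO and 100% = wells lacking PAD4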
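System: recombinant PAD4. Amount: PAD4 at 2 µM in dispensed buffer, before additions. Doses: single 5 µM final compound concentration. Timing: 30 min 25 °C preincubation, 5 h 37 °C labeling. Benchmarks: wells lacking PAD4 as full-inhibition control. Repeats: single well per compound. Measured by: FP, ex 525 nm, em 598 nm.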
* = called active by the depositor. An excerpt. The share of hits here may be higher or lower than overall.

SMILES	PAD4 inhibition
CN1C(=O)N(C)C(=O)C2(Cc3ccccc3N3CCOCC32)C1=O (centres undefined)	0.8
C[N+]1(C)[C@@H]2CC[C@H]1CC(OC(=O)C(CO)c1ccccc1)C2 (some centres undefined)	0.5
CC(C)[N+](C)(CCC(C(N)=O)(c1ccccc1)c1ccccc1)C(C)C	4.7
NC(=O)CN1CCCC1=O	3.9
Clc1ccc(C2NCCc3[nH]cnc32)cc1 (centres undefined)	-6.7
O=C1NC(=O)C2(Cc3ccccc3N3CCCC32)C(=O)N1c1ccc(Cl)cc1 (centres undefined)	4.2
COc1cc(/C=C2\C(=O)NC(=O)N(c3ccccc3)C2=O)c([N+](=O)[O-])cc1OC	4.2
O=c1[nH]c2ccccc2n1C1CCN(CCCC(c2ccc(F)cc2)c2ccc(F)cc2)CC1	4.0

Four of the compounds above, as a markdown table.
| canonical_smiles | PAD4 inhibition |
| --- | --- |
| CC(C)[N+](C)(CCC(C(N)=O)(c1ccccc1)c1ccccc1)C(C)C | 4.7 |
| NC(=O)CN1CCCC1=O | 3.9 |
| Clc1ccc(C2NCCc3[nH]cnc32)cc1 (centres undefined) | -6.7 |
| O=C1NC(=O)C2(Cc3ccccc3N3CCCC32)C(=O)N1c1ccc(Cl)cc1 (centres undefined) | 4.2 |

Source: PubChem
